NR2E3 ag-1: NR2E3 agonists in two-hybrid cells, primary screen, cell-based, luminescence, CHO-S, Gal4-NCOR/VP16-NR2E3. inhibition of corepressor binding, % at 3.98 µM. luciferase. AID 602229, 2012. 360,000 tested, 0.35% active. Photoreceptor-specific nuclear receptor (Homo sapiens), Q9Y5X4;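 active means inhibition above the mean of all tested compounds plus 3 SD, cut at about 70% in these data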;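 further: 0% = DMSO with NR2E3 transfected cells and 100% = cells lacking NR2E3 construct; higher means lower luciferase signal from less NR2E3 corepressor binding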
Target sequence (Q9Y5X4 whole entry, looked up, the tested form may be a part): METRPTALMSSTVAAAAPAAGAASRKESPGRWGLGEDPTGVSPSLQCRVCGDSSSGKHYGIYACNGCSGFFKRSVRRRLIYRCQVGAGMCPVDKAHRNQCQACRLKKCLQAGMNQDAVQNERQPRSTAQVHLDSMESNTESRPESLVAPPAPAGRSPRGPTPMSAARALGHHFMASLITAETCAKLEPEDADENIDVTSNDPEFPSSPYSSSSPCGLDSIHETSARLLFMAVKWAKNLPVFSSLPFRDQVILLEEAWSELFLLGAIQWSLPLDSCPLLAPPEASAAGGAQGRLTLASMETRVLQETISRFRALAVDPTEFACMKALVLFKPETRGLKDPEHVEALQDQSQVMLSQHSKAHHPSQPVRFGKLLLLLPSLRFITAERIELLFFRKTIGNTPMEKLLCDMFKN
TRPM1 prom inh: inhibitors of MITF-dependent TRPM1 promoter reporter, primary screen, cell-based, SK-MEL-5, single point, luciferase | AID 488899, 2010 | 330,000 tested, 0.83% active | SK-MEL-5 TRPM1 promoter luciferase, 24 h | inhibition, % at 12.5 µM;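 active means mean inhibition across replicates of 60% or more, whatever share of single replicates reaches that level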; further: values of inactives mirror those of a sister screen read the other way
CF NFkB inh: inhibitors of PAF-induced NF-kB signaling, primary screen, cell-based, GFP fluorescence, uHTS; KKLEB NF-kB-GFP reporter, GFP fluorescence overnight; inhibition, % at 5 µM; 360,000 tested, 0.86% active;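 active means at least 50% inhibition at 5 µM, scaled per plate between neutral and stimulator controls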;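 further: PAF is a Pseudomonas aeruginosa culture filtrate used as stimulus; plate controls were PAF-stimulated DMSO wells for no effect and unstimulated DMSO wells for full effect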
KKLEB cytotox: cytotoxicity in KKLEB CF airway cells, primary screen, cytotoxicity control for CF NF-kB inhibitor project, cell-based, uHTS, fluorescence assay plates; KKLEB CF airway cells viability, ATPlite luminescence, overnight; stronger effect = lower value; cells stimulated with P. aeruginosa culture filtrate; activity change (cytotoxicity), % at 5 µM; 360,000 tested, 0.36% active; AID 602141, 2011;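 active means corrected activity change at or below -50% at 5 µM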
NR2E3 ag-2: inhibitors of NR2E3-RetCOR corepressor binding, primary screen, NR2E3 agonist project, biochemical, TR-FRET, GST-NR2E3, biotin-RetCOR. inhibition of corepressor binding, % at 4.78 µM. Photoreceptor-specific nuclear receptor (Homo sapiens), Q9Y5X4. AID 2300, 2010. 320,000 tested, 0.12% active. 1536-well;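 active means percent inhibition above the cutoff of mean plus 3 SD of all tested compounds, set per screening campaign, cut at about 20% in these data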;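 further: 0% = DMSO wells and 100% = biotin wells as full block of FRET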
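Material: NR2E3–RetCOR corepressor complex / Amount: 1.35 nM GST-NR2E3 / Medium: Tris pH 7.5 / Compound: single nominal compound dose of 4.8 µM / Incubation: 5 h at 4 °C / Technique: TR-FRET, Eu(K)-anti-GST donor, streptavidin-D2 acceptor, ex 340, em 617/671 nm / Read-out basis: percent loss of FRET ratio relative to control wells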
aDG glyco up: activators of alpha-DG glycosylation, primary screen, uHTS, Pro5-aDG cells, AlphaScreen; 360,000 tested, 0.22% active; activation, % at 10 µM; alpha-DG glycosylation AlphaScreen (IIH6); 0% Pro5, 100% B10-LARGE cell signal;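 active means activation of at least 8% versus controls, or a plate z-score of at least 8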;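 further: Pro5 are CHO cells carrying HIG-tagged alpha-DG that lacks glycosylation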
Peg3 prom inh: Peg3 promoter-driven luciferase inhibitors, primary screen, cell-based, HeLa, luciferase luminescence | HeLa PEG-Prom luciferase reporter, overnight | inhibition, % at 20 µM | 360,000 tested, 1.7% active;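 active means inhibition of at least 50% at 20 µM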
Shn3 inh set2: reduction of Shn3 3'UTR firefly luciferase signal, primary screen, Schnurri-3 inhibitor project, cell-based, Clone20 osteoblasts, set 2. Clone20 osteoblast Shn3 3'UTR firefly luciferase, 24 h. inhibition, % at 12.5 µM. 360,000 tested, 0.52% active;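 active means mean inhibition of at least 75% with every replicate also reaching 75%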;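 further: 0% = median of neutral control wells and 100% = pilot-screen positive control compound; some compounds past the cut are filed as inactive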
HIF-2a block: HIF-2a reporter inhibitors, primary screen, luminescence, 786-0 RCC cells | inhibition, % at 18.8 µM | AID 624352, 2012 | 786-0 RCC cells HIF-2a reporter, luciferase luminescence, overnight | 360,000 tested, 0.72% active;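 active means inhibition of the luminescence signal of 40% or more relative to plate controls, in a single-dose primary screen at 18.75 µM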
hiPSC survival: enhancers of single-cell hiPSC survival, primary screen, ATPlite luminescence; 100% = ROCK inhibitor wells, 0% = DMSO; survival enhancement, % at 20 µM; 360,000 tested, 0.044% active; in the data active means survival enhancement above about 18%;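 further: cells exposed to compounds for 16 hours before the ATP read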
TWEAK Fn14 block: inhibitors of TWEAK-Fn14 signaling, primary screen, luciferase reporter cells, uHTS; TWEAK-stimulated Fn14 reporter cells, luciferase luminescence, 8 h; inhibition, % at 10 µM; 360,000 tested, 2% active; AID 1159606, 2016; in the data active means inhibition above about 50%
* marks the source's active call; other numbers are inactive results; / = no result given; & = joins results of further samples.

SMILES,hiPSC survival,NR2E3 ag-1,NR2E3 ag-2,CF NFkB inh,KKLEB cytotox,Peg3 prom inh,HIF-2a block,Shn3 inh set2,TRPM1 prom inh,TWEAK Fn14 block,aDG glyco up
O=C(CCCCCN1C(=O)CCC1=O)Nc1ccc(Cl)c(C(F)(F)F)c1,-1.8,20,2,-7,24,4,-14,20,3,-2,0.4
O=C(Nc1ccccc1Cl)C1C2CCCCC21 (centres undefined),0.1,-10,/,7,-8,-40,-62,-10,-11,0,0.0
O=C(O)COCC(=O)N1CCCN(c2nccc(C(F)(F)F)n2)CC1,-0.4,-12,0,8,1,16,17,-1,-2,-6,0.1
COC(=O)c1ccc2nc(-c3cccc(N)c3)cn2c1,-0.9,-55,0,-6,-6,68*,37,46,52,95*,0.3
COC(=O)c1c(NC(C)=O)sc2c1CCCCC2,0.2,-2,1,2,10,-8,11,6,4,8,-0.1
Clc1ccc(-c2ccc(/C=N/Nc3nncc(-c4ccccc4)n3)o2)cc1,3.4,-26,-4,0,-3,11,-12,5,2,16,-0.4
COc1ccc(C(O)P(=O)(OC(C)C)OC(C)C)c(OC)c1 (centres undefined),0.1,-1,2,-3,-5,11,19,6,-2,-3,-0.1
O=C1CCCN1C1CCN(Cc2ccccc2)S(=O)(=O)N1 (centres undefined),0.9,3,/,/,/,/,3,/,/,18,-0.2
COc1cc(C(=O)Nc2c(C(=O)O)[nH]c3ccc(Br)cc23)cc(OC)c1OC,0.7,1,1,-2,10,-7,8,-2,9,17,0.0
Cc1cc(OCCCn2ccnc2)cc(C)c1Cl,0.1,-18,0,4,5,-1,-2,4,-2,-25,0.9
COc1ccc(NC(=O)Nc2ccc(CC(=O)O)cc2)cc1,1.9,-1,1,-25,-3,-5,4,-20,-4,-18,-0.6
Cn1ccnc1SCC(=O)Nc1ccc2ccccc2c1,-0.6,-115,1,-2,-7,-162,-252,-78,-50,34,-0.2
O=C(CN1CCSCC1)N/N=C/c1cccc(Cl)c1,-0.5,9,-4,18,-9,-8,-14,7,3,-3,-0.4
COc1ccc2cc(C#CC3=CC(=O)C[C@H](c4ccc(F)cc4)C3)ccc2c1,-0.3,-5,/,-1,3,-11,20,1,/,7,-0.4
COc1cccc(C(=O)Nc2ncc3c(n2)CC(c2ccc(OC)cc2OC)CC3=O)c1 (centres undefined),-1.2,-52,-3,19,-11,23,9,0,22,18,-0.1

SMILES,hiPSC survival,NR2E3 ag-1,NR2E3 ag-2,CF NFkB inh,KKLEB cytotox,Peg3 prom inh,HIF-2a block,Shn3 inh set2,TRPM1 prom inh,TWEAK Fn14 block,aDG glyco up
CCSc1ccccc1C(=O)Nc1ccc2c(c1)OCO2,0.8,4,3,5,5,-105,-186,-18,/,-11,0.5
CCOC(=O)c1cnc2ccccc2c1Nc1cc(C(=O)O)ccc1C,1.8,-33,5,14,-8,8,17,0,10,5,-0.3
Cc1cc(CNC(=S)Nc2ccc(Br)cc2Cl)nn1C,0.2,5,-2,11,1,-2,-12,1,7,13,0.6
COCCN1C(=O)C(CC(=O)Nc2ccc(C(C)=O)cc2)SC1=Nc1ccccc1 (centres undefined),0.5&0.2,2&-6,-2,-8&-12,11&4,29&11,11&22,12&12,0&0,1&17,0.0&0.1
CC(C(=O)O)N1c2cccc3cccc(c23)S1(=O)=O (centres undefined),0.5,-23,/,6,4,27,21,-7,1,4,0.0
O=C(NCCOc1ccccc1F)C1CCC(=O)N(CCc2cccc(F)c2)C1 (centres undefined),0.1,11,0,8,4,-3,-11,-15,2,-2,-0.1
COCCCNC(=O)c1ccccc1-c1cc(C)no1,-0.5,-13,2,4,-2,-11,4,-6,5,11,-0.2
Cc1cc(C)n(-c2nc3c(c(=O)[nH]c(=O)n3C)n2Cc2cccc(Br)c2)n1,0.7,-18,2,8,-3,20,18,11,-4,7,-0.3
OC(CNC1CCCC1)COc1ccc(Cl)cc1 (centres undefined),0.1,-7,0,27,-13,-2,16,3,-1,2,0.3
COc1ccc(/C=N/NC(=O)c2sc3nc(C)cc(C)c3c2N)cc1,-0.6,-26,1,-29,10,-9,-32,/,9,-18,0.0
CCOc1ccccc1NC(=O)CCc1nnc2ccc(NCc3ccco3)nn12,-0.2,-14,0,4,-12,1,3,-3,11,22,1.0
Cc1c(Nc2nc3ccccc3n3cnnc23)cccc1[N+](=O)[O-],-0.4,-3,-3,14,0,-3,-10,7,26,-12,0.1
CCOC(=O)C1CCCN(CC(=O)Nc2ccc(C(=O)Nc3ccccc3OC)cc2)C1 (centres undefined),0.5,-4,/,-30,18,49,7,3,9,-3,-0.2
CCCCn1c(N)c(N(CCOC)C(=O)CSCc2c(C)noc2C)c(=O)[nH]c1=O,-0.1,23,0,-2,1,-4,17,22,-5,7,2.3
Cc1cccnc1NC(=O)CCNS(=O)(=O)c1ccc2c(c1)c(=O)n(C)c(=O)n2C,1.4,-10,0,-4,-1,0,9,-2,-5,0,0.2

SMILES,hiPSC survival,NR2E3 ag-1,NR2E3 ag-2,CF NFkB inh,KKLEB cytotox,Peg3 prom inh,HIF-2a block,Shn3 inh set2,TRPM1 prom inh,TWEAK Fn14 block,aDG glyco up
CC(NC(=O)Nc1ccccc1)C(c1cccs1)N1CCN(c2ccccc2)CC1 (centres undefined),-3.1,-1,2,-3,3,66*,-8,24,/,2,-0.1
CCC(=O)c1cc(-c2nc3ccccc3n2C)n(C)c1,0.3,-25,0,-20,8,-27,-41,1,-9,10,-0.1
Cc1ccccc1Nc1ncnc2c1cnn2-c1ccccc1,-1.0,-71,1,34,13,-227,-200,-45,/,-15,-0.2
COc1cccc(NC(=O)CN(C)S(=O)(=O)c2ccc3c(c2)CCC(=O)N3)c1,-2.7,-17,0,-15,2,12,1,-11,-1,4,0.0
Cc1cc(=O)oc2cc(OCC(=O)Nc3nnc(C4CC4)s3)ccc12,0.4,-32,-2,20,-7,2,2,-4,-15,-13,0.1
COc1ccc2c(c1)C1CC(C)(NC(=O)C1S(=O)(=O)c1ccc(F)cc1)O2 (centres undefined),0.6,4,-1,2,1,0,16,18,5,-4,-0.1
CCOC(=O)N1CCN(C(=O)CN(c2cccc(C(F)(F)F)c2)S(C)(=O)=O)CC1,1.9,-9,2,-11,3,6,20,-24,11,-1,0.0
O=C(NCCCn1ccnc1)Nc1ccc(Cl)cc1,-3.2,-21,2,-2,-7,-22,-41,-16,-10,-5,-0.2
O=C(O)c1ccccc1OC(=O)C12CC3CC(CC(C3)C1)C2,-3.2,-6,5,-2,11,3,10,-11,5,-4,0.1
COCC(=O)NNS(=O)(=O)c1ccccc1[N+](=O)[O-],-0.1,8,-2,22,-8,-1,16,0,-4,-18,0.1
COc1ccc(CCN2C(=O)CC(N3CCOCC3)C2=O)cc1 (centres undefined),5.2,-4,0,2,-6,-2,-23,17,6,3,-0.1
Cc1nnc(SCC(=O)Nc2cc(C(N)=O)cc(C(N)=O)c2)n1-c1ccccc1,0.8,2,-1,12,-2,-9,14,1,11,9,0.1
Cc1nn(C)c(C)c1NC(=O)CN1CCC(O)(c2ccc3c(c2)OCO3)CC1,-1.6,-2,-3,20,0,-4,16,-2,-12,-14,-0.2
CCOc1cccc(NC(=O)/C(C#N)=C/c2cccnc2)c1,-0.4,-17,2,5,6,19,24,-1,4,-29,0.9
COC(=O)CN(C)C(=O)c1cccc(OC2CCN(S(=O)(=O)N(C)C)CC2)c1,0.5,7,4,-3,1,-4,6,-6,-20,-9,0.0

SMILES,hiPSC survival,NR2E3 ag-1,NR2E3 ag-2,CF NFkB inh,KKLEB cytotox,Peg3 prom inh,HIF-2a block,Shn3 inh set2,TRPM1 prom inh,TWEAK Fn14 block,aDG glyco up
COc1ccc(C(=O)c2ccc(CC(=O)O)s2)cc1,-1.3,5,1,10,-2,-7,59*,38,20,50,-0.4
O=C(COC(=O)C1CCN(S(=O)(=O)c2cccs2)CC1)Nc1ccc(F)cc1Cl,-2.3,5,/,6,2,-6,3,1,9,18,0.1
O=C(Cc1cccc2ccccc12)N/N=C/c1ccc(Sc2nc3ccccc3s2)o1,-1.5,-9,4,7,1,29,3,12,32,40,3.8
CCOc1ccc(C(=O)NCCCCNC(=O)c2ccc(OCC)cc2)cc1,-0.3,4,0,1,12,-93,-25,-52,-55,-15,-0.1
CCOC(=O)c1c(C)n(-c2ccc(C)cc2)c2ccc(OCC(O)CNCC3CCCO3)cc12 (centres undefined),-1.7,13,-5,41,-37,86*,12,80,69*,-2,-0.8
CCOC(=O)CSC1=NN2CCS(=O)(=O)N=C2S1,1.1,24,2,5,2,3,3,0,-3,2,-0.1
CC(NC(=O)c1ccccc1C(=O)O)c1ccc(-n2ccnc2)cc1 (centres undefined),0.7,9,2,10,4,0,12,-2,13,-2,0.0
Cc1nc2ccc(NC(=O)N3CCSCC3)cc2nc1C,1.9,24,0,12,0,-3,4,4,-2,7,-0.2
CCOC(=O)/C=C/C(=O)N1CCN(C(=O)/C=C/C(=O)OCC)CC1,-0.5,21,0,-22,11,8,6,3,3,18,-0.3
CC(C)(C)c1ccc(C(=O)N2CCCCCC2=O)cc1,0.3,45,1,6,-4,35,89*,/,81*,45,0.0
CC(=O)Nc1ccc(S(=O)(=O)N(C)CC(=O)NC2CCCC(C)C2C)cc1 (centres undefined),0.5,7,1,3,6,-7,-5,9,-4,12,0.0
CC12CCC(=O)N1C(C(=O)Nc1ccc(S(=O)(=O)N3CCCCC3)cc1)CS2 (centres undefined),-0.4,-9,0,-2,4,10,14,14,11,-11,0.0
COc1ccc(C/C(N)=N/OC(=O)C(c2ccccc2)c2ccccc2)cc1OC,2.5,-6,-1,8,-14,29,-4,16,-12,-13,0.8
COc1cccc(C(C)(O)c2nc(-c3cccc(C(F)(F)F)c3)cs2)c1 (centres undefined),0.8,46,/,25,-5,21,1,49,/,9,0.2
Cn1cnnc1SCC(=O)Nc1ccc2nc(SCc3ccccc3F)sc2c1,0.2,-94,6,-3,10,-318,-242,-101,-105,2,-0.1
C=C(C)CNC(=O)CCc1nnc(Cc2cccc(C(F)(F)F)c2)o1,-1.0,-58,4,-9,4,-196,-207,-65,-80,-25,-0.4
NNC(=O)c1oc2nc(-c3cccs3)cc(-c3ccco3)c2c1N,-0.1,-12,-1,-64,-6,2,-24,-2,1,22,0.0
COc1cc(OC)c(N(C)S(=O)(=O)c2cccc(C(=O)OCC(=O)c3c[nH]c4ccccc34)c2)cc1Cl,-0.4,1,-1,15,-23,39,23,24,36,96*,1.8

Source: PubChem

No enrichment for hits; 4.4% or so of the library scored in one or more.
